ABHD5-PLIN5 inh = ABHD5-PLIN5 interaction inhibitors, primary screen, cell lysate, split luciferase complementation, luminescence; Perilipin-5 (Homo sapiens) + 1-acylglycerol-3-phosphate O-acyltransferase ABHD5 (Homo …; Split G. princeps luciferase complementation, 4 h; inhibition, % at 4 µM; 360,000 compounds, 0.78% hits; AID 602281, 2012;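 active = inhibition above the mean inhibition across every tested compound plus 3 SD, cut at about 22% in these data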;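 also: 0% = DMSO only wells and the 100% control is not disclosed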
LRH-1 inv ag = LRH-1 (NR5A2) inverse agonists, primary screen, cell-based, luminescence, HEK293T, StAR-luciferase reporter. 360,000 compounds, 0.13% hits. AID 602396, 2012. LRH-1 transfected, 24 h. Nuclear receptor subfamily 5 group A member 2 (Homo sapiens), O00482. inhibition, % at 3.6 µM;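 active = inhibition above the mean inhibition of all tested compounds plus 3 SD, cut at about 73% in these data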;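 also: 0% = DMSO wells and 100% = reporter-only cells lacking LRH-1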
TROY signal inh = inhibitors of TROY-driven NF-kB signaling, primary screen, Q293 LMP1-TROYcd cells, NF-kB luciferase, uHTS | Q293 LMP1-TROYcd NF-kB luciferase reporter, 4 h | inhibition, % at 10 µM | 360,000 compounds, 0.98% hits | AID 1347056, 2019;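 active = compounds whose plate-normalised and pattern-corrected inhibition of the luciferase reporter signal at the single screening dose is 50% or more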
TWEAK Fn14 block = inhibitors of TWEAK-Fn14 signaling, primary screen, luciferase reporter cells, uHTS | TWEAK-stimulated Fn14 reporter cells, luciferase luminescence, 8 h | inhibition, % at 10 µM | 360,000 compounds, 2% hits | AID 1159606, 2016; in the data active = inhibition above about 50%
TLR9-MyD88 inh = inhibitors of TLR9-MyD88 association in cells, primary screen, cell-based, CHO, BLA complementation, fluorescence; Toll-like receptor 9 (Homo sapiens) + Myeloid differentiation primary response protein …; CCF4 FRET ratio; inhibition, % at 4.98 µM; 340,000 compounds, 0.21% hits; AID 504734, 2011;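 active = inhibition above the mean over all tested compounds plus 3 SD, cut at about 21% in these data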;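 also: 0% = DMSO only wells and 100% = clavulanate BLA inhibitor control wells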
Exocytosis inh = LAMP-1 surface exposure blockers, TALL-104 cells – cell-based, flow cytometry, MLPCN library, primary screen; TALL-104 LAMP-1 surface exposure; cells stimulated with thapsigargin and PMA; inhibition, % at 10 µM; 360,000 compounds, 0.66% hits;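 active = inhibition above about 55%, limit read from the data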
SRC3 inh = SRC3 coactivator transcriptional activity inhibitors, primary screen, cell-based, luminescence. Nuclear receptor coactivator 3 (Homo sapiens), Q9Y6Q9. HEK293 GAL4-SRC3 luciferase reporter. inhibition, % at 3.6 µM. 360,000 compounds, 0.17% hits;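 active = inhibition above a per-campaign cutoff, the mean of all compounds plus 3 SD, cut at about 60% in these data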;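 also: 0% = DMSO-treated cells and 100% = gossypol-treated cells at 36 µM; higher means less SRC3-driven luciferase light from the GAL4 reporter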
COUP-TFII inh = NR2F2 transcriptional activity inhibitors, primary screen, cell-based, luciferase reporter, HEK293T, luminescence; COUP transcription factor 2 (Homo sapiens), P24468; HEK293T NGFI-A luciferase reporter; inhibition, % at 8.6 µM; 370,000 compounds, 0.7% hits;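 active = inhibition above a per-plate cutoff, mean inhibition of test wells between control levels plus 3 SD, cut at about 38% in these data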;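 also: cells cotransfected with COUP-TFII expression vector driving the NGFI-A reporter; 0% = median of COUP-TF2 test wells and 100% = reporter-only cells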
Target sequence (P24468 whole entry, looked up): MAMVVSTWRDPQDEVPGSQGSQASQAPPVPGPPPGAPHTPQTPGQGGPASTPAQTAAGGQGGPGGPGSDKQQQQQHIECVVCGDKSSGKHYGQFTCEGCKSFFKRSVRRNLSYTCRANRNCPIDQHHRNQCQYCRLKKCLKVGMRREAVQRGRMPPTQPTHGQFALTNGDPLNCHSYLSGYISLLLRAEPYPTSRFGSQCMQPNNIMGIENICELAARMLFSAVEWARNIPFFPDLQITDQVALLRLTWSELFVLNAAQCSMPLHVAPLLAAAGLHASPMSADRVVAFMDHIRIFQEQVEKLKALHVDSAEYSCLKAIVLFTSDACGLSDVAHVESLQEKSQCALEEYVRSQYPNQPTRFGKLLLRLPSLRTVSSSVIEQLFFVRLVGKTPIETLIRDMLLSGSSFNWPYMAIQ
NOD2-RIPK2 inh = NOD2-RIPK2 binding disruptors in cells, primary screen, fluorescence, CHO cells, BLA complementation; Receptor-interacting serine/threonine-protein kinase 2 (Homo sapiens), O43353; CCF4 ratio; inhibition, % at 4.98 µM; 360,000 compounds, 0.38% hits; in the data active = inhibition above about 21%;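 also: 0% = vehicle only and 100% = reference blocker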
Target sequence (O43353 whole entry, looked up): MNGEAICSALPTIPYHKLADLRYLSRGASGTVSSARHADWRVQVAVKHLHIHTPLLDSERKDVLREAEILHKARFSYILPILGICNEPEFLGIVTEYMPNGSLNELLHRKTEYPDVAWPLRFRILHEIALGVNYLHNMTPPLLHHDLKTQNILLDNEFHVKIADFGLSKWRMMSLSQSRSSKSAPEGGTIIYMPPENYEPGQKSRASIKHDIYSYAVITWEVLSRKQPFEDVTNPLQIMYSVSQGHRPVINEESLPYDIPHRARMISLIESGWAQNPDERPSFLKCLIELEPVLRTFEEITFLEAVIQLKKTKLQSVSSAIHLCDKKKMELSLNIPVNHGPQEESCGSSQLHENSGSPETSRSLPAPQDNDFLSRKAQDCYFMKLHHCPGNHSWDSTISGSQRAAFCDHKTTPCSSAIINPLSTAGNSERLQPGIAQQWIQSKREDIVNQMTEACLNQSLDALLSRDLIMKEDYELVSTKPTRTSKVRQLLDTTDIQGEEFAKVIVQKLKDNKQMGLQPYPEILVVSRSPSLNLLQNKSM
SRC2 inh = inhibition of GAL4-SRC2 driven luciferase reporter, primary screen, SRC2 inhibitor project, cell-based, luminescence | HEK293 GAL4-SRC2 luciferase reporter | 370,000 compounds, 0.17% hits | Nuclear receptor coactivator 2 (Homo sapiens), Q15596 | inhibition, % at 9 µM;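 active = inhibition above the mean inhibition of all tested compounds plus 3 SD, set per campaign, cut at about 52% in these data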;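 also: 0% = DMSO treated cells and 100% = cells given Gossypol at 36 µM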
NCOA1 inh = SRC1 coactivator transcriptional activity inhibitors, primary screen, cell-based, luminescence; HEK293 GAL4-SRC1 luciferase reporter; inhibition, % at 3.6 µM; 360,000 compounds, 0.12% hits; AID 588354, 2011;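 active = inhibition above the campaign mean plus 3 SD, with each screening campaign given its own cutoff, cut at about 60% in these data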;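 also: 0% = DMSO treated cells and 100% = gossypol at 36 µM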
Active calls of the source: *; · = not tested or not shown.

Every second line gives: ABHD5-PLIN5 inh, LRH-1 inv ag, TROY signal inh, TWEAK Fn14 block, TLR9-MyD88 inh, Exocytosis inh, SRC3 inh, COUP-TFII inh, NOD2-RIPK2 inh, SRC2 inh, NCOA1 inh
CCn1cc(C(=O)O)c(=O)c2cc(OC)ccc21
→ -6, -8, -4, 5, 6, -2, 7, 7, -6, -17, 1
COc1cc2c3c(c1OC)C1(C=CC(=NNC(N)=O)C=C1)CC3N(C(C)=O)CC2 (stereo not given)
→ -4, 8, 9, -9, 1, 4, 6, -16, -4, -6, -13
C=CCN1C(=O)CN=C1Nc1ccccc1
→ -3, -6, -4, -2, 3, 1, 10, -4, 2, 5, -18
Cc1cc(=O)[nH]c2nnc(SCC(=O)N3CC(C)OC(C)C3)n12 (stereo not given)
→ -7, 4, 0, 5, 3, -4, -4, -7, 0, 1, -17
COC(=O)c1c(C(=O)OC)c(-c2cccc(C)c2)n2c1CS(=O)(=O)C2
→ -4, -2, 2, -3, 1, -1, 5, 4, -8, -22, 9
COc1cc(/C=C/C(=O)OCC(=O)N2CCCc3ccccc32)ccc1OCC#N
→ 2, 16, -25, -5, 1, -5, -6, -13, 3, 1, 5
O=S(=O)(CCN1CCCCC1)Oc1ccc(Cl)cc1Cl
→ -4, 1, -4, 0, 5, -10, 13, 6, 6, 24, -4
C[n+]1ccc(CC2C(=[N+]([O-])[O-])C=Nc3ncnn32)cc1 (stereo not given)
→ -2, 1, -5, -8, -2, -7, 1, -24, 2, -2, -4
O=C(NCCc1nc2ccccc2[nH]1)c1ccc([N+](=O)[O-])cc1
→ 2, 8, -8, -30, 8, 0, 12, -10, -5, -4, -24
O=C(NC1CCCC1)C1c2ccccc2OCC(=O)N1Cc1ccco1 (stereo not given)
→ 2, 11, -9, -10, ·, 12, ·, -14, -7, -1, ·
Cc1ccc(N(CC(=O)NCCSc2ccccn2)S(C)(=O)=O)cc1
→ -4, 8, -14, 3, 7, 2, 7, 6, -5, -7, 9
Cc1cccc(OCCCC(=O)Nc2ccc(N3CCCCC3)cc2)c1
→ -6, -1, 9, 2, -3, 2, 19, -14, 10, -9, 11
CC(=O)N(C1=C(N)C(=O)c2ccccc2C1=O)c1ccccc1
→ -10, -12, 0, 2, -14, 2, 8, -22, -5, 5, 11
O=C(Nc1ccccc1N1CCCCC1)c1ccc([N+](=O)[O-])o1
→ -10, 9, -6, -6, -8, -17, -4, 3, 9, -8, 5
COc1ccc(N2CCN(S(=O)(=O)c3c[nH]c(=O)[nH]c3=O)CC2)cc1
→ -1, -4, 12, -4, -1, -1, -7, 3, -4, -3, -4
CC(C)C[C@H](NC(=O)c1nc[nH]c1C(=O)N(C)Cc1ccccc1)C(=O)OC(C)(C)C
→ 13, 7, -4, -14, 1, -5, 5, 14, -2, 17, -14
O=C(Nc1ccc([N+](=O)[O-])cc1)c1cc2ccccc2nc1Cl
→ -2, 2, 11, -6, -9, -2, 0, 19, -3, 15, -9
CCN1CCC(NC(=O)Nc2ccccc2C(=O)OC)CC1
→ 2, 1, -24, -10, -3, 2, -6, -8, 0, 3, 3
CCCc1nnc(SCC(=O)N2CCCC(C)C2)n1CCCOC (stereo not given)
→ 5, 0, -1, -3, 1, -2, 11, 5, -2, 6, 11
CC(C)(C)C(=O)Nc1ccc(S(=O)(=O)c2ccc(NC(=O)C(C)(C)C)cc2)cc1
→ 3, 10, -6, 4, -14, 8, -3, 11, 7, 1, -3

Quoted at random: three entries already listed
Every second line gives: ABHD5-PLIN5 inh, LRH-1 inv ag, TROY signal inh, TWEAK Fn14 block, TLR9-MyD88 inh, Exocytosis inh, SRC3 inh, COUP-TFII inh, NOD2-RIPK2 inh, SRC2 inh, NCOA1 inh
CC(=O)N(C1=C(N)C(=O)c2ccccc2C1=O)c1ccccc1
→ -10, -12, 0, 2, -14, 2, 8, -22, -5, 5, 11
O=C(Nc1ccc([N+](=O)[O-])cc1)c1cc2ccccc2nc1Cl
→ -2, 2, 11, -6, -9, -2, 0, 19, -3, 15, -9
Cc1ccc(N(CC(=O)NCCSc2ccccn2)S(C)(=O)=O)cc1
→ -4, 8, -14, 3, 7, 2, 7, 6, -5, -7, 9

Continuation:
Every second line gives: ABHD5-PLIN5 inh, LRH-1 inv ag, TROY signal inh, TWEAK Fn14 block, TLR9-MyD88 inh, Exocytosis inh, SRC3 inh, COUP-TFII inh, NOD2-RIPK2 inh, SRC2 inh, NCOA1 inh
c1ccc2c(c1)oc1c(N3CCN(Cc4ccc5c(c4)OCO5)CC3)ncnc12
→ 8, -11, 30, 28, -6, -1, -60, -2, 7, -19, -53
Cc1sc2ncnc(N3CCC(C(=O)Nc4ccc(C#N)cc4)CC3)c2c1C
→ -4, -1, 3, -25, -2, 8, 16, 4, -7, -30, 11
COc1ccc(CNC(=O)C(C)n2nc(C)c3c(C)n(-c4ccc(C)cc4)nc3c2=O)cc1 (stereo not given)
→ -6, 12, 17, 18, -13, -5, 21, 18, -7, 24, 14
CCCCn1c(N)c(N(CCOC)C(=O)c2cc(=O)[nH]c3ccccc23)c(=O)[nH]c1=O
→ 6, 9, 2, -6, -18, 33, 10, 7, -5, -9, -10
CN(CC(=O)Nc1cccc(F)c1)C(=O)CCSc1ccc(F)cc1
→ -3, -5, -30, 5, -4, 1, -12, 5, 6, -4, -2
C=C(C)C(=O)N1CCN(C(=O)C(=C)C)c2ccccc21
→ 7, 14, -2, 10, -8, 3, -4, 1, -15, -8, -38
COc1ccc(C(=O)Sc2nncc3ccccc23)cc1
→ -2, -14, 48, 27, -2, 3, -7, -17, -3, 8, -21
CC(=O)C[C@@H]1OC[C@H](C)N1S(=O)(=O)c1ccc(C)cc1
→ -1, 20, ·, ·, ·, -7, ·, 8, 10, 2, ·
O=C(c1ccccn1)N1CCN(c2cccc(C(F)(F)F)c2)CC1
→ 0, -8, 2, 6, -1, 4, 10, -22, 4, -8, 2
CC(Nc1ccc(N2CCOCC2)cc1)C(=O)N1c2ccccc2CC1C (stereo not given)
→ 1, 3, 29, 19, 3, -3, 4, 14, 2, 17, -12
Cc1cccc(C(=O)NNC(=O)C2CCCO2)c1 (stereo not given)
→ 1, 15, -3, 5, 2, -2, 11, 6, 1, 0, -5
Cc1sc2nc(CSCC(=O)N(CCC#N)c3ccccc3)[nH]c(=O)c2c1C
→ -2, -4, 2, 1, -10, -2, 6, 5, -4, -17, -6
O=c1[nH]cnc2c1nnn2Cc1ccccc1
→ 5, 19, -1, 13, -6, 4, -5, 3, 3, 8, 2
Cc1ccc(NC(=O)C2CCN(C(=O)N3CCOc4ccccc43)CC2)cc1
→ 0, -13, -2, -5, -1, -3, 5, -68, 2, -26, -6
CNC[C@H]1Oc2ccc(NC(=O)Cc3cn(C)c4ccccc34)cc2CC(=O)N([C@@H](C)CO)C[C@H]1C
→ 11, 12, 6, 2, -8, -7, -8, -7, 1, 10, -20
O=C(O)c1csc(Br)c1Br
→ 0, -6, ·, -12, -5, -1, -4, 5, -22, 1, -2
CCC1CCCCN1CCCNC(=O)c1ccc(CS(=O)(=O)c2ccc(Br)cc2)o1 (stereo not given)
→ 0, -6, -8, -12, 1, 14, 14, -2, -10, -5, 2
CNS(=O)(=O)c1cccc(C(=O)OCC(=O)NC2CCCC(C)C2C)c1 (stereo not given)
→ -6, -10, -11, 3, -3, -1, 9, -2, -1, -4, 6
CC(C)(C)C(=O)N1CCN(c2ccc([N+](=O)[O-])c(NCC3CCCO3)c2)CC1 (stereo not given)
→ 4, 12, 6, -32, 6, 8, 14, -2, -11, -24, -7
CCOC(=O)C1=C(O)/C(=C/c2cc(OC)c(OC)c(OC)c2)N=C1C
→ -2, 6, 5, 6, -4, 2, 6, -11, -5, 3, -4

The listing continues.
Every second line gives: ABHD5-PLIN5 inh, LRH-1 inv ag, TROY signal inh, TWEAK Fn14 block, TLR9-MyD88 inh, Exocytosis inh, SRC3 inh, COUP-TFII inh, NOD2-RIPK2 inh, SRC2 inh, NCOA1 inh
COc1ccc(-c2cc(-c3cc(OC)ccc3O)[nH]n2)cc1
→ 0, -86, -59, 10, -5, 2, -57, -42, 3, -78, -67
CCN(CC(=O)Nc1c(F)cccc1F)C(=O)Cc1csc(-c2ccccc2)n1
→ -4, -4, 6, -7, -4, -10, 8, 3, 8, -36, 32
COc1ccc(-c2ccc(C)cc2)cc1[C@H]1[C@@H]2C=CCC[C@@]2(C)C(=O)N1Cc1ccccc1
→ -3, 3, 13, -10, 0, -2, -4, 11, 2, 1, 0
COc1ccc2c(c1)OC[C@H]1[C@H]2N2C(=O)c3cc(Cl)ccc3NC(=O)[C@@]2(C)[C@H]1c1ccccc1
→ 1, 5, -4, -6, -5, 2, -3, ·, -9, ·, 1
COc1cccc(/C=N/Nc2nnc3c(n2)[nH]c2ccccc23)c1OC
→ -2, -16, -52, -2, 5, -1, -15, -19, -4, -12, -76
Cc1cc(-c2ccc(C(C)C)c(S(=O)(=O)Nc3cc(C)on3)c2)on1
→ -7, -14, -3, -8, 8, 0, -5, -7, -4, -11, -9
Cc1cc(NC(=O)CCc2ccccc2)c([N+](=O)[O-])cc1C
→ -1, -25, -27, -9, 5, 0, -5, -13, 0, -1, -19
O=[N+]([O-])c1cc(S(=O)(=O)N2CCCC2)ccc1SCCO
→ 3, 0, -2, 1, -1, 5, -4, 6, -2, 7, 8
COc1ccc(OC)c(Cc2nnc(CCC(=O)NCc3ccsc3)o2)c1
→ 0, 7, -41, -25, -4, 0, -9, 2, 5, -16, 0
CC(C)CCN1CCN(Cc2cccn2-c2ccccn2)CC1CCO (stereo not given)
→ 2, -5, -6, 1, 4, -10, 8, -16, -2, 10, 3
CN1CCN(NC(=O)c2cc([N+](=O)[O-])cc([N+](=O)[O-])c2)CC1
→ 0, 10, 8, -7, -1, -3, -4, -1, -1, -22, 8
O=C(NCc1ccccc1)c1cc(C2COCCN2C(=O)c2ccc3c(c2)CCO3)on1 (stereo not given)
→ 4, 4, -5, 1, ·, 28, 2, 17, -8, -3, -14
CC(=O)N1CCOc2cc(S(=O)(=O)NCc3ccc(F)cc3)c(C)cc21
→ -5, -36, -10, 2, 3, -3, 4, -17, 6, -1, -7
CC(C)c1cc(CNC(=O)c2ccc(OC3CCN(Cc4ccccn4)CC3)cc2)on1
→ -3, -7, 9, -10, -6, -12, -12, 34, -14, 36, -16
CCOc1ccc(CN(C)C(=O)c2ccc3ccccc3n2)cc1
→ 5, 14, 4, 33, -6, -1, 13, 15, -16, -5, -2
Cc1cccn2c(=O)nc(SCC(=O)Nc3ccc4c(c3)OCO4)nc12
→ -1, 8, -7, -25, -6, 5, 6, 5, 7, 10, 1

Screens: PubChem, several laboratories

Not all compounds are listed. The share of hits here may be higher or lower than overall.
